# Screening results as filed in PubChem.
# Dengue-2 NS5 capping: Dengue-2 NS5 methyltransferase inhibitors, primary screen, biochemical, confirmation dose response (AID 588689) | inhibition, % at 25 µM, or IC50 in µM where a hit was titrated | Dengue-2 NS5 methyltransferase capping enzyme assay, biochemical; higher % means a stronger effect | actives 0.3% (n = 340,000); in the data active means a potency from the dose series; inconclusive means inhibition above about 29% without an active follow-up result
# KOR beta-arrestin-1: kappa opioid receptor blockers – cell-based, luminescence, uHTS (AID 1778); actives 0.091% (n = 290,000); inhibition, % at 10 µM; hits with a dose series show IC50 in µM; KOR beta-arrestin recruitment, luminescence, antagonist mode; higher % means a stronger effect; in the data active means inhibition above about 50%; further: strong numbers were not always called active
# West Nile antiviral: West Nile virus antiviral activity, cell-based, CPE readout (AID 1621); CPE inhibition, % at 10 µM; hits with a dose series show IC50 in µM; actives 0.02% (n = 290,000); West Nile virus-infected cells, CPE inhibition; higher % means a stronger effect; in the data active means a potency from the dose series; inconclusive means CPE inhibition mostly from about 3.7% at the one dose, without a potency; inactive means the rest, 99 in 100 with CPE inhibition below about 2.2%; further: strong numbers were not always called active
# HIV peptide binding: inhibitors of HIV fusion peptide binding, primary screen, biochemical, uHTS, fluorescence dequenching (AID 1986). actives 0.3% (n = 290,000). cell-free peptide binding, fluorescence dequenching, 30 min; higher % means a stronger effect. inhibition, % at 20 µM, or IC50 in µM where a hit was titrated; in the data active means inhibition mostly above about 52%, no sharp cut-off; inactive means mostly below about 76%; further: some results filed as inactive read as strong as hits
# GPR55 LPI antagonism: GPR55 antagonists blocking LPI-driven arrestin recruitment, primary screen, imaging, U2OS, beta-arrestin-GFP, LPI agonist (AID 2013); U2OS GPR55 beta-arrestin-GFP translocation imaging, LPI antagonism; higher % means a stronger effect; inhibition, % at 10 µM; hits with a dose series show IC50 in µM; actives 0.13% (n = 290,000);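 active means spots per cell inhibited over 60%, with over 100 cells counted and total cytoplasm intensity under 500,000; inconclusive means wells with under 100 cells, flagged as likely toxic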;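 further: U2OS cells stably carrying GPR55 and arrestin-GFP stimulated by 5 µM LPI near EC80; imaged beta-arrestin-GFP aggregate spots per cell after agonist stimulation; plate controls were LPI-stimulated DMSO wells for no effect and DMSO wells without LPI for full effect; some results filed as inactive read as strong as hits; confirmed hits need IC50 under 10 µM and bright autofluorescent wells are also inconclusive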
# KOR beta-arrestin-2: KOR agonists, beta-arrestin recruitment, primary screen, cell-based, luminescence, uHTS (AID 1777). KOR beta-arrestin recruitment, luminescence; higher % means a stronger effect. activation, % at 10 µM, or EC50 in µM where a hit was titrated. actives 0.02% (n = 280,000); in the data active means activation above about 50%, passing the limit was not always enough; further: a part of the inactive calls stands beside numbers as strong as those of hits
# NOD1 NF-kB reporter: inhibition of NOD1-driven NF-kB reporter – cell-based, luminescence, uHTS, primary screen (AID 1578); inhibition, % at 4 µM, or EC50 in µM where a hit was titrated; actives 1% (n = 290,000); NOD1-driven NF-kB luciferase reporter cells, luminescence; higher % means a stronger effect; in the data active means inhibition mostly above about 36%, no sharp cut-off; inactive means mostly below about 34%;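 further: HEK-293T reporter cells stimulated with the NOD1 agonist gamma-tri-DAP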
# GPR55 beta-arrestin: selective activators of receptor GPR55 – imaging, U2OS cells, beta-arrestin-GFP redistribution, primary screen (AID 1961) | activation, % at 10 µM; hits with a dose series show EC50 in µM | U2OS GPR55 beta-arrestin-GFP redistribution imaging; higher % means a stronger effect | actives 0.048% (n = 290,000);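 active means activation above 40% with more than 50 cells counted in the well; inconclusive means wells holding fewer than 50 cells, flagged as toxic or sparse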;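 further: U2OS osteosarcoma cells stably expressing GPR55 and beta-arrestin-GFP; plate controls were DMSO negative control for no effect and LPI positive control for full effect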
# GPR35 antagonists: inhibition of zaprinast-stimulated GPR35 beta-arrestin translocation – imaging, U2OS, beta-arrestin-GFP, zaprinast agonist, primary screen (AID 2058) | U2OS GPR35 beta-arrestin-GFP translocation imaging, zaprinast antagonism; higher % means a stronger effect | one-dose inhibition, % at 10 µM; IC50 in µM for titrated hits | actives 0.052% (n = 290,000);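 active means inhibition of at least 50% with at least 30 cells and total cytoplasm GFP at most 10,000,000; inconclusive means under 30 cells or total GFP of 10,000,000 plus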
# Dengue-2 NS5 capping pilot replicate: second read-out of Dengue-2 NS5 capping, no call of its own (marks repeat the call); inhibition, %; measured here: pilot screen replicate inhibition
# * = called active by the depositor; ? = inconclusive; · = not tested or not shown; [ ] = remark or other dose. A portion of the library; rates above refer to the full screens.
SMILES,Dengue-2 NS5 capping,KOR beta-arrestin-1,West Nile antiviral,HIV peptide binding,GPR55 LPI antagonism,KOR beta-arrestin-2,NOD1 NF-kB reporter,GPR55 beta-arrestin,GPR35 antagonists,others
CS(=O)(=O)N(CC(=O)NCc1ccncc1)c1cc(Cl)ccc1Cl,5.2%,1.7%[20 µM],-0.6%,1.1%,1.1%,-2.5%,-27.6%,0.2%,4.8%,
CCOC(=O)CN1C(=O)C(O)(CC(=O)c2ccco2)c2ccccc21 (stereo unspecified),-2.7%,1.2%,0.2%,1.5%,-8.0%,6.7%,10.3%,-0.3%,18.4%,
C#CCNC(=O)C1=C[C@H](c2ccc(C(F)(F)F)cc2)C[C@H](OCCCCO)O1,1.6%,1.3%,-0.1%,3.1%,-3.0%,-1.0%,-27.6%,-0.2%,3.3%,
COc1ccc(N(Cc2cc3ccccc3[nH]c2=O)S(=O)(=O)c2ccc(OC)cc2)cc1,0.0%,-18.9%,0.2%,0.6%,4.1%,0.1%,-3.0%,-0.1%,12.1%,
CCOC(=O)c1sc(C)c(C(=O)NCCCN2CCOCC2)c1N,-2.9%,-8.6%,0.4%,-0.8%,7.9%,-1.1%,-15.1%,-0.3%,3.1%,
CC(C)N1C(=O)/C(=C\c2nc3ccccc3c(=O)n2-c2ccccc2)c2ccccc21,-4.5%,-23.5%,-1.5%,-1.5%,15.5%,10.9%,58.2%,-0.2%,8.8%,
c1ccc(-n2ncc3c(N4CCN(CCOc5cccc6ccccc56)CC4)ncnc32)cc1,0.8%,-9.9%,-0.2%,-0.2%,-13.0%,-8.2%,8.3%,0.2%,17.8%,
CCOC(=O)N1CCC(NC(=O)Cn2c3c(c(-c4ccccc4Cl)cc2=O)CCC3)CC1,2.1%,10.0%,-0.2%,-1.7%,-0.9%,-5.0%,-10.5%,-0.3%,-9.3%,
COc1ccc(Nc2nccc3c2nnn3C)cc1,-1.6%,-1.2%,-1.4%,0.4%,10.5%,-5.9%,-41.2%,-0.2%,9.7%,
Cc1cc(C2(c3ccc(O)c(C)c3)C(=O)Nc3ccccc32)ccc1O,2.8%,2.4%,1.4%,2.7%,5.0%,1.1%,12.3%,0.2%,-4.8%,
CCOCCCn1c(=N)c(S(=O)(=O)c2ccc(C)cc2)cc2c(=O)n3cc(C)ccc3nc21,?,-10.8%,-1.1%,13.0%,3.1%,-3.1%,-1.4%,0.7%,13.3%,
Cc1ccc(NC(=O)Cn2c(=O)n(CCC(=O)NC3CCN(Cc4ccccc4)CC3)c(=O)c3ccccc32)cc1,-5.8%,20.8%,0.3%,-0.9%,14.8%,-5.9%,-12.1%,-0.1%,20.8%,
CC1(C(=O)NCCc2c[nH]c3ccccc23)C=CC2(CCCCC2)N1C(=O)c1ccccc1 (stereo unspecified),-5.0%,-4.2%[20 µM],-0.8%,-1.0%,-0.6%,-6.5%,-27.5%,-0.2%,-12.7%,
CC1C(c2ccccc2)N(C)C(c2ccccc2)CC1(O)c1ccc(F)cc1 (stereo unspecified),·,4.5%,0.2%,1.7%,43.7%,-3.5%,-15.3%,0.5%,-13.5%,
CC(=O)c1ccc(N2CCN(C(=O)c3ccc4c(c3)OCO4)CC2)cc1,1.3%,-5.7%,-0.2%,-0.7%,10.5%,2.2%,-25.5%,-0.1%,-1.1%,
COc1ccccc1C1CC(=O)Nc2cc(C)c(C)cc21 (stereo unspecified),-3.3%,-10.4%[20 µM],2.4%,-1.2%,-6.1%,-2.4%,32.4%,-0.3%,6.5%,Dengue-2 NS5 capping pilot replicate=1.8
CC(C)Cn1c(N)c(C(=O)COC(=O)c2cc(-c3ccco3)nc3ccccc23)c(=O)n(C)c1=O,-12.6%,-13.6%,·,29.1%,-16.2%,1.2%,-16.4%,-0.1%,-19.6%,
COCCn1nnnc1CN1CCSCC1,-2.3%,-2.5%,0.7%,-1.2%,12.9%,4.6%,-19.0%,-0.2%,6.8%,
Cc1ccc(CNC(=O)c2ccc(N3CCc4ccccc43)c([N+](=O)[O-])c2)cc1,5.5%,7.2%,-1.5%,-4.2%,4.7%,9.5%,-26.3%,-0.2%,1.8%,
CC(C)NC(=S)N1CCN(S(=O)(=O)c2cccc(C(F)(F)F)c2)CC1,-3.6%,26.3%,-0.9%,-2.1%,12.1%,-3.2%,-9.5%,-0.2%,-1.5%,
CC(CNC(=S)Nc1cc(F)cc(F)c1)CSc1ccc(Cl)cc1 (stereo unspecified),-9.5%,-78.8%,-2.1%,-0.4%,-3.8%,11.9%,18.0%,0.3%,-5.5%,
Cc1ccc(-c2nn[nH]n2)cc1Cl,3.8%,13.0%,0.2%,-1.2%,5.5%,1.4%,-12.2%,-0.1%,2.2%,
CCC(C)C(=O)Nc1cc([N+](=O)[O-])ccc1Cl (stereo unspecified),2.2%,22.5%,0.8%,-0.4%,-11.5%,-2.8%,-19.8%,0.1%,6.2%,
O=C(CN1C(=O)C2C3C=CC(C3)C2C1=O)NCc1ccco1 (stereo unspecified),-2.8%,4.6%,0.2%,-0.4%,-2.7%,-1.7%,27.1%,-0.3%,-17.9%,
CCCN1CNc2c(c(=O)[nH]c(=S)n2-c2ccc(Cl)cc2)C1,2.2%,-17.2%,0.4%,-0.4%,10.7%,-1.8%,-25.9%,-0.3%,6.8%,
CCCC(=O)Nc1ccc(-c2nc3cc(C)c(C)cc3o2)c(O)c1,2.8%,15.0%,0.1%,-3.7%,-4.5%,-3.8%,-20.0%,-0.1%,-6.9%,
COc1ccc2oc(=O)c(-c3ccccc3C(=O)N3CCOCC3)cc2c1,-4.4%,18.0%,-0.5%,9.4%,10.4%,7.2%,-10.8%,-0.1%,4.2%,
CCCN(CCC)C(=O)c1ccc2c(=O)n(Cc3ccco3)c(=S)[nH]c2c1,-16.1%,19.6%,·,12.9%,1.5%,-8.8%,-4.3%,0.1%,-4.0%,
Cc1cccc(Cc2cnc(N3C(=N)SC(c4ccccc4)C3=O)s2)c1 (stereo unspecified),-3.5%,-7.2%,2.6%,65.5%,2.3%,2.3%,95.5%*,2.3%,-6.9%,
Cn1c(SCc2ccccc2Cl)nc2c1c(=O)[nH]c(=O)n2C,1.8%,16.5%,0.7%,1.1%,4.9%,-3.7%,-34.3%,0.2%,3.3%,
O=C(NNC(=O)c1cccnc1)Nc1cccc2ccccc12,7.2%,13.1%,0.4%,-1.1%,1.6%,0.2%,13.7%,-0.1%,-2.3%,
COc1cc(/C=C/C(=O)N2CC(C)OC(C)C2)cc(OC)c1OC (stereo unspecified),-7.5%,-14.8%,0.9%,0.7%,4.4%,-1.4%,-17.8%,-0.1%,6.3%,
COc1ccc(Cc2nnc(NC(=O)c3ccccc3F)s2)cc1,3.1%,20.2%[20 µM],0.2%,1.4%,-3.3%,-3.0%,-49.2%,-0.2%,-6.3%,
O=C(O)CC12CC3CC(C1)CC(n1ncc(N4CCC5(CC4)OCCO5)c(Cl)c1=O)(C3)C2,-10.8%,-7.2%,0.1%,-0.7%,-16.0%,6.4%,2.6%,0.2%,-3.6%,
Cc1ccc(NC(=O)CC2=NC(=O)C(CC(=O)Nc3ccccc3C)S2)cc1 (stereo unspecified),-4.1%,22.7%,-1.2%,1.5%,-10.9%,0.6%,-57.8%,-0.2%,3.9%,
CN1CCN(C(=O)c2ccccc2N(Cc2ccccc2)S(C)(=O)=O)CC1,6.0%,-10.4%,0.2%,-0.8%,-3.8%,1.1%,-4.6%,0.2%,6.9%,
O=C(CNS(=O)(=O)c1ccc(Br)cc1)NCc1cccnc1,3.2%,-6.7%,0.5%,0.1%,5.9%,6.1%,-19.9%,0.0%,4.0%,
CC(C)CC(C(=O)Oc1ccc2c3c(c(=O)oc2c1)CCC3)N1C(=O)c2ccccc2C1=O (stereo unspecified),-10.4%,-11.6%,·,1.2%,12.0%,-3.2%,-11.4%,0.8%,-11.6%,
CN(C)S(=O)(=O)c1ccc(Cl)c(NC(=O)COC(=O)C2CCCO2)c1 (stereo unspecified),1.7%,15.2%,-0.1%,-1.8%,4.6%,0.2%,2.3%,-0.1%,1.0%,
CCC(=O)NC(=S)Nc1ccc(NC(=O)COc2ccc([N+](=O)[O-])cc2)cc1,-12.4%,20.1%,0.2%,0.0%,4.0%,0.2%,-36.2%,0.0%,7.6%,
Cc1ccccc1NC(=O)CCN1CCN(Cc2ccccc2)CC1,0.8%,-39.6%,0.4%,-2.1%,-1.4%,-0.9%,-13.4%,-0.5%,7.1%,
Cc1noc(C)c1C(=O)Nc1ccc(S(=O)(=O)N2CCCCC2)cc1,-2.0%,2.0%,-1.0%,0.7%,12.7%,4.6%,-8.8%,0.0%,-3.5%,
CCN(CC)S(=O)(=O)c1ccc(C(=O)Nc2cccc(C)c2)cc1,-4.2%,1.5%,-0.2%,1.0%,12.6%,0.2%,-4.2%,0.0%,-5.1%,
Cn1cnc([N+](=O)[O-])c1SCC(O)CCl (stereo unspecified),0.0%,-11.8%,-0.8%,-0.9%,6.0%,-6.1%,-46.7%,0.0%,18.8%,
COc1ccccc1C1/C(=C(/O)c2ccc(Cl)cc2)C(=O)C(=O)N1CCN1CCOCC1 (stereo unspecified),·,13.6%,0.1%,3.9%,19.3%,-1.2%,46.8%,-2.3%,4.7%,
CCN(CC)C(=O)Oc1ccnc2cc(Cl)ccc12,-5.6%,-41.0%[20 µM],-1.2%,-1.2%,1.7%,-12.4%,-10.6%,-0.1%,24.0%,
Cc1[nH]c2ccccc2c1C(=O)CSc1nc2ccccc2c(=O)n1-c1ccccc1F,·,-122.2%[20 µM],-0.5%,3.6%,-2.4%,-1.1%,8.5%,-0.1%,2.4%,
Cc1c(C(=O)N2CCCCC2C)sc2ncnc(N3CCc4ccccc4C3)c12 (stereo unspecified),0.9%,-10.8%,-0.5%,-3.1%,37.5%,-1.7%,4.7%,0.2%,-14.1%,
C=CCOc1ccc(CN(C)CC(=O)Nc2ccc3c(c2)CCC3)cc1,-7.0%,-6.4%,-1.7%,0.6%,2.9%,-3.5%,-12.1%,-0.1%,6.4%,
COC(=O)[C@H](Cc1ccccc1)NC(=O)C1CCN(C(=O)[C@H](C)NS(=O)(=O)c2ccc(C)cc2)CC1,1.8%,0.0%,-0.1%,2.7%,9.5%,0.4%,-3.3%,0.7%,3.2%,
O=[N+]([O-])c1cc(C(F)(F)F)cc([N+](=O)[O-])c1N1CCCNCC1,-4.8%,0.0%[20 µM],-0.3%,-1.7%,-6.9%,1.2%,-4.9%,-0.1%,11.2%,
CCN(CC(=O)Nc1ccc2c(c1)OCCO2)C(=O)/C=C/c1ccc(F)cc1,0.8%,-24.9%,-0.2%,0.5%,13.2%,0.0%,-32.9%,1.8%,-12.2%,
